From PubChem
RGS4 inhibitor: inhibitors of human regulator of G protein signaling 4 | P49798 | Transcreener GDP fluorescence polarization, RGS4-accelerated GTP hydrolysis | Potency, µM (doses to about 114 µM), inactives show at the highest dose activity change, negative = inhibition, actives largely listed as inhibitors | 390,000 tested, 0.039% active; further: on the % scale 0 is the no-effect control and ±100 the full control effect; nearly all actives have a fitted effect of over 75% in size; some results filed as inactive show a strong effect at the top dose
Target sequence (P49798 whole entry, looked up): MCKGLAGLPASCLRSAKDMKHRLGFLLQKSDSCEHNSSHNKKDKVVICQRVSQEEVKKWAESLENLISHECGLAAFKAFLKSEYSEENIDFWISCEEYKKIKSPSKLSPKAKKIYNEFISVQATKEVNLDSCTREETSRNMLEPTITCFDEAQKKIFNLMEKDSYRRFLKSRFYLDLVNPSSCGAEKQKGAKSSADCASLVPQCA
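MLSMR compounds (23 nl, pin-transferred) preincubated 10 min at room temperature with a 500nM (2x) first reagent, then RGS4 at 900nM (2x) plus Transcreener GDP mix added; fluorescence polarization (620/688 nm) read before and after 90 min at 30 °C.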
mIDH1 inhibitor: blocks human mutant IDH1 R132H enzyme. O75874. IDH1-R132H enzyme, NADPH consumption, diaphorase/resazurin fluorescence. Potency, µM (titrated, usually from 76.6 µM), inactives show at the top dose activity change, negative = inhibition, most hits filed as inhibitors. 390,000 tested, 0.093% active. AID 602179; further: on the % scale 0 is the no-effect control and ±100 the full control effect; nearly all actives have a fitted effect of over 65% in size
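IDH1-R132H (0.5 ug/mL) preincubated 30 min with compound, then NADPH (0.016 mM) and alpha-KG (2 mM) added; 80 min at RT, pH 7.5. Remaining NADPH coupled via diaphorase/resazurin to fluorescence (540/590 nm); concentration-response curves normalized to no-enzyme control.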
Vif-A3F inh: inhibitors of Vif-A3F interaction; AID 602313; Potency, µM (series often up to 46.1 µM), for the others: top-dose activity, negative = active; 390,000 tested, 0.2% active; HeLa A3F-eYFP + Vif (tagged APOBEC3F with the HIV-1 protein that degrades it), YFP fluorescence increase; further: % of control where 0% means no effect; nearly all actives have a fitted effect of over 65% in size
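HeLa cells stably expressing A3F-eYFP plus Vif, plated and incubated overnight at 37 deg C, then exposed to compounds overnight at 37 deg C. Blocked degradation read as raised yellow fluorescence (Ex 488/Em 500-530).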
Vif-A3G inh: inhibitors of Vif-APOBEC3G interaction; Q9HC16; HeLa A3G-eYFP + Vif (tagged APOBEC3G with the HIV-1 protein that degrades it), YFP fluorescence, overnight; Potency, µM (top dose mostly 46.1 µM), inactives show top-dose activity, negative = active, most hits filed as inhibitors; 410,000 tested, 0.076% active;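 further: on the % scale 0 is the no-effect control and ±100 the full control effect; nearly all actives have a fitted effect of over 60% in size; hits raise eYFP signal because A3G escapes Vif-driven loss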
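HeLa cells stably expressing Vif and C-terminally eYFP-tagged A3G, seeded overnight at 37 deg C, then exposed to compound by pintool overnight at 37 deg C. Rise in yellow fluorescence (Ex 488/Em 500-530, Acumen) marks blocked Vif-driven A3G degradation.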
RXFP1 agonist: activates the human relaxin receptor RXFP1. Q9HBX9. HEK293T-RXFP1 cAMP TR-FRET, 30 min; response scale: percent of porcine relaxin response, buffer zero. 370,000 tested, 0.3% active. Potency, µM (top dose mostly 57.5 µM), inactives show top-dose activation, hits mostly activators; further: on the % scale 0 is the no-effect control and ±100 the full control effect; nearly all actives have a fitted effect of over 60% in size; many of its hits are not listed in these tables
Target sequence (Q9HBX9 whole entry, looked up): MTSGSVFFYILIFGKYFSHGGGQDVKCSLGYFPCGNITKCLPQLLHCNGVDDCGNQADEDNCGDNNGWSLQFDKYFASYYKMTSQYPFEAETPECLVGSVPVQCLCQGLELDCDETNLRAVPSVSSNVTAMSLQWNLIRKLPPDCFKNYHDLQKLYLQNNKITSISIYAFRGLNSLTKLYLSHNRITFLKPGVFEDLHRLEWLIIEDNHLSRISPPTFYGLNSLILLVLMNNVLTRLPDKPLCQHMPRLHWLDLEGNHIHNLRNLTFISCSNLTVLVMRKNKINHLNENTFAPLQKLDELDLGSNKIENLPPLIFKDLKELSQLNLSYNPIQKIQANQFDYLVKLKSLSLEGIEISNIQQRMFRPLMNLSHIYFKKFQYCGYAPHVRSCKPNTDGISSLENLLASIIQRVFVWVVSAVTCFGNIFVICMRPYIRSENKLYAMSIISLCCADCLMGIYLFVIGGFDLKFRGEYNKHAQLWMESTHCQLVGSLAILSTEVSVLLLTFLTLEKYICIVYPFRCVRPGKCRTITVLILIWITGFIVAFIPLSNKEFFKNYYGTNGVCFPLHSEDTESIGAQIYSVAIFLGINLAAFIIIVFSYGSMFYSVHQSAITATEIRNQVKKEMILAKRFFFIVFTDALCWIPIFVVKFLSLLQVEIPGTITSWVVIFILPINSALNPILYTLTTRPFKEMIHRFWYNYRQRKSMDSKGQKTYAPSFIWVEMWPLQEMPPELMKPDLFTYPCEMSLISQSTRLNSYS
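HEK293 cells stably expressing RXFP1, treated 30 min at 37C with compounds plus PDE4 inhibitor Ro 20174; cAMP measured by HTRF TR-FRET. Normalized to buffer and 29 nM porcine relaxin; EC50 by Hill fit.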
ALOX12 inh: blocks human arachidonate 12S-lipoxygenase; 580,000 tested, 1.1% active; purified 12hLO, xylenol orange hydroperoxide absorbance; Potency, µM (top dose mostly 108 µM), for the others: top-dose activity change, negative = inhibition, actives largely listed as inhibitors; further: on the % scale 0 is the no-effect control and ±100 the full control effect
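Purified human 12hLO (150 nM final) in 25 mM Hepes, 0.01% Triton X-100, pH 7.0 was preincubated 15 min at room temperature with compound. Then 40 uM arachidonic acid was added, 30 min. Hydroperoxide was read by Fe-XO absorbance ratio 573/405 nm.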
USP1-UAF1 inh: inhibitors of human USP1/UAF1 deubiquitinase; 390,000 tested, 0.23% active; Potency, µM (series often up to 57.1 µM), for inactives: top-dose activity change, negative = inhibition, most hits filed as inhibitors; recombinant USP1/UAF1, Ub-Rhodamine cleavage fluorescence; O94782; further: on the % scale 0 is the no-effect control and ±100 the full control effect; nearly all actives have a fitted effect of over 60% in size; inactives centre near -12
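High-throughput fluorogenic screen: 1nM USP1/UAF1 complex, Ub-Rho substrate 150nM final, 50mM HEPES pH 7.8 with 0.5mM EDTA, 0.1 mg/ml BSA, 1mM TCEP and 0.01% Tween-20.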
rTrxR1 inhibitor: blocks rat thioredoxin reductase 1; 390,000 tested, 1% active; recombinant rTrxR1, NADPH fluorescence consumption, selenite substrate; O89049; Potency, µM (titrated, usually from 114 µM), inactives show top-dose activity change, negative = inhibition, most hits filed as inhibitors; further: on the % scale 0 is the no-effect control and ±100 the full control effect; nearly all actives have a fitted effect of over 65% in size
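Rat TrxR1 (90 nM in the dispensed reagent) was pre-reduced with 400 uM NADPH for 5 min at room temperature, then incubated with compound for 15 min. After 400 uM selenite was added, NADPH fluorescence (Ex 340/Em 450 nm) was followed for 8 min.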
TrxR1 substrate: is turned over as a substrate by rat TrxR1; purified TrxR1 substrate turnover, NADPH consumption readout; 390,000 tested, 0.01% active; Potency, µM (series often up to 114 µM), for the others: top-dose activity change, negative = substrate turnover; further: on the % scale 0 is the no-effect control and ±100 the full control effect; nearly all actives have a fitted effect of over 50% in size
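Rat TrxR1, dispensed at 90 nM, was prereduced with 400 uM NADPH (final) for 5 min at ~22 deg C, then incubated with compound 15 min before 400 uM selenite. A first-read NADPH fluorescence drop versus no-compound background flagged substrates.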
An asterisk follows results filed as active; ? = inconclusive; . = no result given; & = joins results of further samples; [ ] = remark or other dose. The call rests on the fitted dose curve; in most records, active means well fitted curve in the direction sought with a large enough effect; inconclusive means small, poorly fitted or top-dose-only effect, or another doubt; inactive means no such curve, though single readings can be large; an effect the other way counts as inactive or inconclusive. Potency means the concentration at half of the fitted maximal effect.

Values run as follows: RGS4 inhibitor	mIDH1 inhibitor	Vif-A3F inh	Vif-A3G inh	RXFP1 agonist	ALOX12 inh	USP1-UAF1 inh	rTrxR1 inhibitor	TrxR1 substrate
Cc1ccc(C2C=NN(c3ccccc3)C2=O)cc1 (stereo not drawn)
    11.5%	3.5%	-0.8%	0.2%	-6.7%	-27.3%	4.4%	13.8%	-0.4%
CCn1c2ccccc2c2cc(NC(=O)CSc3nnc(-c4cccc(Cl)c4)o3)ccc21
    4.8%	-3.6%	-3.3%	-0.8%	3.3%	164.8%[activator]	-2.4%	5.5%	-1.5%
COc1cc2nc(N3CCN(C(=O)C4CCCO4)CC3)nc(N)c2cc1OC (stereo not drawn)
    -4.1%[56.9 µM]	15.7%&-3.5%	1.7%&-1.5%	4.0%&-2.9%	5.0%&5.5%&8.1%	?	-8.2%&-21.8%	53.2%[activator][57.1 µM]	323.3%[activator][57.1 µM]
CCOc1ccc(NC(=S)N2CCC(NC(=O)c3ccccc3)CC2)cc1
    -0.7%	-0.5%	10.3%	-0.1%	-3.1%	-27.7%	-2.2%	16.2%	0.6%
Cc1c(C(=O)N2CCOCC2)oc2c1C(=O)CC(C)(C)C2
    -6.8%	7.5%	0.9%	-0.9%	1.5%	-22.3%	2.4%	22.3%	7.9%
COc1cc(/C=N/NS(=O)(=O)c2ccccc2)c(OC)c(OC)c1
    -9.9%	-7.7%	-1.4%	1.2%	-1.7%	.	-13.4%	26.4%	3.2%
COC(=O)c1cc(NC(=O)C23CCC(C)(C(=O)O2)C3(C)C)cc(C(=O)OC)c1 (stereo not drawn)
    -26.9%	5.0%	0.5%	0.0%	-1.3%	31.6%[activator]	-11.8%	14.5%	7.4%
O=C(Nc1ccc2[nH]ncc2c1)c1cccc(F)c1
    11.7%	2.0%	1.2%	0.4%	3.0%	2.0%	-19.1%	2.8%[57.1 µM]	5.5%[57.1 µM]
COc1ccc(-c2cc(C(=O)Nc3cc(C)on3)no2)cc1
    12.0%	-8.2%	29.6%	-1.0%	9.9%	-0.3%	-20.5%	4.3%	-7.3%
COc1ccc(S(=O)(=O)N2CCOC2CNC(=O)C(=O)NCCc2ccccc2)cc1 (stereo not drawn)
    -4.0%	-5.5%	-0.8%	0.9%	-1.3%	9.8%	-15.7%	13.5%[57.1 µM]	5.8%[57.1 µM]
COc1ccc(Cn2c(SCC(=O)Nc3ccc(OC)cc3)nc3ccccc32)cc1
    24.5%	-2.7%	0.4%	0.2%	3.0%	-15.1%	4.5%	8.2%[57.1 µM]	-2.3%[57.1 µM]
COc1ccc(CCNC(=O)CSCc2ccc([N+](=O)[O-])cc2)cc1
    -17.0%	0.6%	-0.2%	-5.0%	3.4%	-17.5%	-15.0%	20.1%[0.457 µM]	3.0%
CCCN1C(=S)SC(C)(C)C1/[N+]([O-])=C/c1cccnc1 (stereo not drawn)
    3.7%[11.4 µM]	-0.7%	4.4%	1.4%	-0.7%	0.0%	-1.1%	-5.6%	-11.2%
CC/C(=N\O)c1ccc(OC)c(OC)c1
    -37.5%	8.1%	1.0%	1.3%	0.7%	-9.6%	-18.3%	23.7%[57.1 µM]	-1.3%[57.1 µM]
CCOc1ccc(CNC(=O)c2ccc3nc(C(C)C)oc3c2)cc1
    4.0%	-8.3%	8.2%	-3.6%	0.2%	-14.0%	2.3%	13.1%[57.1 µM]	-1.1%[57.1 µM]
CC(=O)c1cccc(NC(=O)COC(=O)[C@@H](NC(=O)OCc2ccccc2)C(C)C)c1
    -12.5%	1.0%	-3.4%	-1.4%	-1.7%	-7.8%	-21.1%	6.6%[0.0914 µM]	-8.7%
CCOc1ccc(Oc2ccc(NC(=O)CSc3nncn3C)cc2)cc1
    -2.9%	5.2%	-21.6%	-0.8%	0.4%	1.1%	-2.1%	14.1%	-2.8%
CCOc1ccc(Nc2ncnc3c2cnn3Cc2ccccc2)cc1
    14.7%	5.0%	-2.7%	0.1%	0.7%	?	-14.9%	21.4%	-9.5%[57.1 µM]
CS(=O)(=O)Nc1cccc(C2=NN(S(=O)(=O)c3ccccc3)C(c3ccco3)C2)c1 (stereo not drawn)
    -14.1%[11.4 µM]	6.6%	-3.4%	-0.9%	-1.1%	?	-17.3%	0.5%	-2.5%
c1ccc(OCC2CCNCC2)nc1
    4.7%	8.6%	-1.6%	-7.9%	0.2%	-2.5%	-7.9%	18.2%	5.1%
O=C(NNC(=O)c1ccc([N+](=O)[O-])cc1C(=O)O)c1ccncc1
    -13.7%	21.2%	?	-0.3%	-1.3%	-5.9%	-23.9%	4.7%[57.1 µM]	11.5%[57.1 µM]
Clc1ccc(-c2nnc3cccc(Cl)n23)c(Cl)c1
    12.0%	-1.3%	-0.4%	-1.3%	-1.0%	6.9%	-6.6%	4.7%	-0.5%
O=C(Cc1cn2ccsc2n1)Nc1nc2c(s1)CN(Cc1ccccc1)CC2
    -22.9%	-5.6%	-8.6%	2.3%	4.5%	206.6%[activator]	-17.2%	-16.2%[57.1 µM]	6.7%[57.1 µM]
Cc1nn(-c2nc3ccccc3s2)c(C)c1Oc1ccccc1O
    14.8%	3.6%	2.2%	-17.3%	2.6%	.	-23.1%	10.4%[57.1 µM]	8.1%[57.1 µM]
O=C(O)c1ccc2c(=O)n(-c3ccc(F)c(Cl)c3)c(=S)[nH]c2c1
    -15.0%	-4.3%	5.8%	3.1%	-2.9%	?	-13.4%	-2.4%	11.8%
CSc1ccc(CN(C)CC(=O)NC(C)c2ccccc2)cc1 (stereo not drawn)
    4.5%	3.5%	5.9%	0.3%	2.2%	0.9%	-26.3%	-7.8%	-3.3%
CCOCc1nnc(NS(C)(=O)=O)s1
    18.2%	1.6%	-0.2%	2.7%	1.5%	-16.3%	-6.1%	-0.4%[57.1 µM]	6.6%[57.1 µM]
Cc1ccc(C(=O)c2c3ccc(C(F)(F)F)cc3[n+]([O-])n2CCCN)cc1
    -0.5%	6.2%	0.7%	-4.6%	-0.5%	-28.5%	27.2%	-38.6%	8.3%[57.1 µM]
CCC(C)Nc1nc(N)c([N+](=O)[O-])c(NC2CCCCC2)n1 (stereo not drawn)
    5.4%	-1.8%	-13.3%	1.2%	4.6%	5.3%	-21.5%	13.6%	-1.4%
COc1cccc2cc(C(C)N(CCCN3CCOCC3)C(=S)Nc3cccc(C)c3C)oc12 (stereo not drawn)
    -6.9%	-1.2%	5.3%	-0.5%	1.2%	-15.5%	-3.1%	-15.9%	-8.5%
CC1Cc2cc(/C=C3/SC(N4CCC(C(N)=O)CC4)=NC3=O)ccc2O1 (stereo not drawn)
    -3.8%	2.0%	-4.2%	?	3.3%	0.0%	7.2%	6.9%[57.1 µM]	-1.6%[57.1 µM]
Cc1ccc(F)cc1S(=O)(=O)Nc1cccc(C(=O)N2CCCC(C(N)=O)C2)c1 (stereo not drawn)
    16.8%	-8.4%	-0.1%	-13.2%	-0.7%	167.5%[activator]	-19.4%	21.0%	9.3%
C[C@H]1CN([C@@H](C)CO)C(=O)c2cc(Br)cnc2O[C@@H]1CN(C)C(=O)CN(C)C
    .	1.3%	-5.1%	2.7%	.	48.3%[activator]	-11.2%	.	.
CCC(=O)Nc1nc(-c2ccccc2)nc(SC)c1C(C)=O
    5.5%	-1.1%	3.4%	-2.6%	1.0%	-8.9%	-3.0%	-8.9%	-11.5%
O=C(Nc1cccnc1)c1cnc2ccccc2n1
    13.7%	1.7%	0.3%	-0.3%	0.8%	6.8%	-13.0%	5.2%[57.1 µM]	-3.0%
CN(c1ccccc1)S(=O)(=O)c1ccc(Cl)c(C(=O)NCc2ccco2)c1
    13.7%	6.1%	-4.9%	-0.5%	.	5.6%	2.8%	18.2%	-0.6%
COc1ccc(S(=O)(=O)NCc2ccncc2)cc1NC(=O)c1ccc(Cl)cc1
    -8.3%	-3.8%	-2.9%	-3.2%	-0.2%	4.8%	-4.6%	21.7%[57.1 µM]	8.8%[57.1 µM]
CCOc1ccc(OCCN2C(=O)NC(Cc3c[nH]c4ccccc34)C2=O)cc1 (stereo not drawn)
    3.3%	3.8%	-6.4%	-0.3%	1.2%	-3.2%	-9.2%	-13.8%	-11.5%
CCOC(=O)Cc1nnc(NC(=O)Nc2ccccc2)s1
    -18.3%	2.5%	-5.8%	0.4%	0.2%	-9.0%	-3.9%	17.2%[57.1 µM]	8.1%[57.1 µM]
O=C(NNC(=O)c1ccc2nonc2c1)Nc1ccc(Cl)cc1
    5.9%	-0.5%	17.7%	-3.0%	0.0%	203.2%[activator]	-28.6%	-1.4%	-2.0%
O=C(CN1CCC(C(=O)c2cccc(Cl)c2)CC1)Nc1cccc(C(=O)O)c1
    -7.8%	3.4%	-18.5%	-4.5%	0.9%	-38.1%	-13.1%	7.7%[57.1 µM]	7.7%[57.1 µM]

A portion of the library; count on the stated rates, not on these rows.
